# Nrf2 inh = Nrf2 qHTS screen for inhibitors; Potency, µM (top dose mostly 46 µM), inactives show at the highest dose activity change, negative = inhibition, actives largely listed as inhibitors; hit rate 2.1% among 360,000; A549 ARE-Fluc reporter, luciferase luminescence, 18-24 h; further: potency means the concentration at half of the fitted maximal effect; on the % scale 0 is the no-effect control and ±100 the full control effect; nearly all actives have a fitted effect of over 60% in size
#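 Reporter: ARE-Fluc in A549. Exposure: 18-24 h, 37 °C, 5% CO2, 5% FBS OPTI-MEM. Readouts: fluorescent cytotoxicity (CellTiter-Fluor), then luminescent Nrf2 signal after BugLite.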
# HepG2 tox = qHTS for Inhibitors of TGF-b: Cytotox Counterscreen; HepG2 CAGA-GFP viability, ATP luminescence, 18 h; Potency, µM (series often up to 46.1 µM), without a hit: at the top dose activity change, negative = cytotoxicity, hits mostly cytotoxic; hit rate 0.76% among 410,000; AID 588856, 2011; further: potency means the concentration at half of the fitted maximal effect; some results filed as inactive show a strong effect at the top dose
#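 HepG2 CAGA-GFP cells (1000/well, DMEM with 1% FBS) received compound, then TGF-beta at 500 pg/mL final, and were incubated 18 hours at 37 degrees C. Viability was read by CellTiter-Glo luminescence. Media-only wells were set as complete cell-killing and DMSO as no toxicity.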
# A549 tox = Nrf2 qHTS screen for inhibitors: counterscreen for cytotoxicity | AID 504648, 2011 | hit rate 0.16% among 390,000 | A549 ARE-Fluc cells, CellTiter-Fluor viability, 18-24 h | Potency, µM (highest dose often 46 µM), without a hit: at the highest dose activity change, negative = cytotoxicity, actives largely listed as inhibitors; further: potency means the concentration at half of the fitted maximal effect; on the % scale 0 is the no-effect control and ±100 the full control effect
#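 A549 ARE_Fluc cells in 5% FBS OPTI-MEM were exposed to compounds in concentration-response for 18-24 h at 37 deg C. Viability was read by CellTiter-Fluor fluorescence (Ex 405/Em 525) after 30 min, before the luciferase read.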
# Abeta rescue = qHTS for compounds that reverse cellular toxicity of Amyloid beta (A-beta) peptide in yeast: Primary Screen; Potency, µM (titrated, usually from 46.1 µM), for inactives: top-dose growth rescue, most hits filed as activators; yeast expressing A-beta42, growth rescue, OD600, 48 h; response scale: 0% DMSO, 100% iron-clioquinol control; hit rate 0.063% among 410,000; further: potency means the concentration at half of the fitted maximal effect; nearly all actives have a fitted effect of over 55% in size
#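 Growth rescue measured by 600 nm absorbance after 48 h yeast culture at 30 C with compound. Values normalized between DMSO and an equimolar ferric chloride plus clioquinol control.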
# MmCpn inh = Inhibitors of TCP-1 ring complex (TRiC) of Methanococcus maripaludis (MmCpn): qHTS; purified Mm-Cpn ATPase, ADP Transcreener TR-FRET; Chaperonin Mm-Cpn (Methanococcus maripaludis); hit rate 0.031% among 330,000; Potency, µM (highest dose often 76.9 µM), for the others: at the highest dose activity, negative = inhibition, most hits filed as inhibitors; further: potency means the concentration at half of the fitted maximal effect; on the % scale 0 is the no-effect control and ±100 the full control effect; nearly all actives have a fitted effect of over 80% in size
#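 Purified archaeal Mm-CPN (25nM final) preincubated 10 min at 37degC with compound, then 10uM ATP for 30 min at 37degC; ADP measured by HTRF Transcreener TR-FRET; buffer 30 mM TRIS pH 7.4, 100mM KCl, 5mM MgCl2, 1mM DTT.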
# CCT chaperon mod = High-Throughput Screening for Modulators of Cytosolic Chaperonin Activity; purified chaperonin ATPase assay, HTRF ADP detection, 30 min; hit rate 0.3% among 360,000; activity change, % (test concentration not listed), hits read low; AID 651819, 2012; in the data active means activity change below about -30%; further: on the % scale 0 is the no-effect control and ±100 the full control effect
#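 TRiC (40 or 20 nM final, by batch activity) in 30 mM Tris pH 7.4, 100 mM KCl, 5 mM MgCl2, 1 mM DTT was treated with compound at 76 uM single dose, then 10 uM ATP, 30 min at 37 °C. ADP was read by HTRF Transcreener.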
# Akt phos inh = HTS Assay for Inhibitors of Akt Phophorylation: Primary Screen | AID 651550, 2012 | Neuro2A IGF-stimulated pAkt S473 HTRF, 20 min; stronger effect = lower value | activity change, % for hits at 50 µM | hit rate 0.32% among 360,000; in the data active means activity change below about -80%; inconclusive means mostly about -51% to -80%; further: on the % scale 0 is the no-effect control and ±100 the full control effect
#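 Neuro2A cells in DMEM with 0.5% FBS, overnight at 37 deg C, given compound at single 50 µM final, then IGF (6 nM final) for 20 min at 37 deg C. Lysed; phospho-Akt Ser473 by HTRF after 24 h, 665/615 ratio.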
# TGFb inhibitor = qHTS for Inhibitors of TGF-b | AID 588855, 2011 | HepG2 CAGA-GFP TGF-b/SMAD3 reporter, GFP fluorescence, 18 h; TGF-beta stimulated, 500 pg/mL final | Potency, µM (series often up to 46.1 µM), for inactives: at the top dose activity, negative = inhibition, actives largely listed as inhibitors | hit rate 1.2% among 410,000; further: potency means the concentration at half of the fitted maximal effect; on the % scale 0 is the no-effect control and ±100 the full control effect; nearly all actives have a fitted effect of over 65% in size
#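 HEPG2 CAGA-GFP cells (1000/well, DMEM with 1% FBS) were pre-incubated 2 h at 37 degrees C, given compound by pin tool, then stimulated with TGF-beta at 500 pg/mL final for 18 h before per-cell GFP fluorescence imaging.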
# Nrf2 activator = qHTS of Nrf2 Activators; AREc32 ARE-luciferase reporter (MCF7-derived line), luminescence, 24 h; Potency, µM (titrated, usually from 46.1 µM), for the others: top-dose activation, actives largely listed as activators; hit rate 0.31% among 410,000; AID 624171, 2012; further: potency means the concentration at half of the fitted maximal effect; % of control where 0% means no effect; nearly all actives have a fitted effect of over 65% in size
#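 Steps: seed AREc32_Fluc cells (1000/well, 5% FBS OPTI-MEM); incubate overnight at 37 deg C; add 23 nL compound; incubate 24 hr; add Steady-Glo; hold 30 min RT; read luminescence.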
# An asterisk follows results filed as active; i = inactive; ? = inconclusive; / = no result given; & = joins results of further samples; [ ] = another dose, or the depositor's remark. Unless noted, the call rests on the fitted dose curve; in most records, active means well fitted curve in the direction sought with a large enough effect; inconclusive means small, poorly fitted or top-dose-only effect, or another doubt; inactive means no such curve, though single readings can be large; an effect the other way counts as inactive or inconclusive.
SMILES,Nrf2 inh,HepG2 tox,A549 tox,Abeta rescue,MmCpn inh,CCT chaperon mod,Akt phos inh,TGFb inhibitor,Nrf2 activator
Cc1cc(N=Cc2c(O)n(-c3ccc4c(c3)OCO4)c(=O)c3ccccc23)ccn1,?,-65%,?,26%,-1%,-0.4,i,?,6.9%
O=C1NC(c2ccccc2)=CC(c2ccccc2)N1 (stereo unspecified),-7%,-5%,-3%,-4%,-1%,-1.0,i,?,-0.4%
CCOc1c(Br)cc(CNc2ncn[nH]2)cc1OC,/,9%,-9%,6%[9.22 µM],0%,-3.4,i,5%,-1.2%
CC1=NN(C(N)=S)C(=O)C1N=Nc1ccc(S(N)(=O)=O)cc1 (stereo unspecified),-1%,-15%,-4%,-41%,-3%,-2.8,i,-1%,-0.4%
CCOC(=O)CSc1nc2sc(C)c(C)c2c(=O)n1C,7%,2%,-4%,-9%,1%,-0.8,i,4%,8.9%
Cc1cc(C)c(S(=O)(=O)N2CCC(N3CCN(Cc4ccc(F)cc4)C(=O)C3=O)CC2)c(C)c1,/,6%,14%,4%,/,/,/,-1%,0.0%
COc1cc(C2N(c3ccccc3)CCN2c2ccccc2)ccc1OC(C)=O,/,2%,0%,-4%,-2%,-4.0,i,5%,3.5%
COc1cc2oc(=O)cc(CN3CCN(C(C)=O)CC3)c2cc1Cl,/,-11%,/,-6%,/,-2.0,i,-11%,-0.7%
COc1cccc(CN(C(=O)c2ccc(C(C)(C)C)cc2)C2CCS(=O)(=O)C2)c1 (stereo unspecified),-5%,-29%,10%,26%,/,/,/,-15%,0.9%
COCCn1c(SCC(=O)NC2CCCC2)nnc1C(C)C,-13%,-5%,0%,-15%,-2%,-2.7,i,-18%,-0.7%
CCCCC1CCC(C(=O)N2CC(=O)Nc3ccc(C)cc3C2c2ccc(F)cc2)CC1 (stereo unspecified),-7%[9.27 µM],-23%,?,0%,/,/,/,0%,0.5%
CC1CCN(C2CC(=O)N(c3ccc(Br)cc3Br)C2=O)CC1 (stereo unspecified),-7%,-4%,4%,-94%[inhibitor],-3%,-0.7,i,-7%,6.3%
Cc1nn(-c2ccccc2)c2c1CC(=O)Nc1ccccc1-2,?,3%,-4%,0%,/,1.0,i,?,5.6%
O=C(CN1C(=O)CCC1=O)NC(=O)NC1CCCC1,7%,15%,-1%,-2%,2%,-1.0,i,0%,0.1%
Cc1ccc(C)c(N2N=C(C(=O)Nc3ccc(N4CCOCC4)cc3)CCC2=O)c1,4%,0%,0%,14%,-1%,-1.6,i,-11%,0.7%
O=c1c2ccccc2c2ccccc2c(=O)n1Cc1ccco1,-4%,-16%,-7%,4%,1%,2.7,i,-14%,21%
COC(=O)c1c(NC(=O)C(C)(C)C)sc2c1CCN(Cc1ccccc1)C2,-7%,-21%,-3%,-13%,0%,0.6,i,-13%,2.7%
COc1ccc(CNC(=O)CSc2ncc(S(=O)(=O)c3ccc(C)c(Cl)c3)c(=O)[nH]2)cc1,/,-6%,-1%,-9%,/,/,/,-5%,-1.2%
O=C(NCCO)C1(c2ccccc2)CCCC1,/,4%,0%,-1%,0%,1.1,i,-11%,0.0%
O=C(Nc1cccc(-c2nc3ccccc3s2)c1)C1=COCCO1,0%,-11%,3%,-20%,-4%,-1.5,i,-29%,2.1%[9.22 µM]

# One compound at a time, as listed above.
# Cc1cc(C)c(S(=O)(=O)N2CCC(N3CCN(Cc4ccc(F)cc4)C(=O)C3=O)CC2)c(C)c1 is listed as Nrf2 inh: /; HepG2 tox: 6%; A549 tox: 14%; Abeta rescue: 4%; MmCpn inh: /; CCT chaperon mod: /; Akt phos inh: /; TGFb inhibitor: -1%; Nrf2 activator: 0.0%
# COc1ccc(CNC(=O)CSc2ncc(S(=O)(=O)c3ccc(C)c(Cl)c3)c(=O)[nH]2)cc1 is listed as Nrf2 inh: /; HepG2 tox: -6%; A549 tox: -1%; Abeta rescue: -9%; MmCpn inh: /; CCT chaperon mod: /; Akt phos inh: /; TGFb inhibitor: -5%; Nrf2 activator: -1.2%

# Grouped by structure, the entries above containing two or more sulfur atoms (3)
SMILES,Nrf2 inh,HepG2 tox,A549 tox,Abeta rescue,MmCpn inh,CCT chaperon mod,Akt phos inh,TGFb inhibitor,Nrf2 activator
CC1=NN(C(N)=S)C(=O)C1N=Nc1ccc(S(N)(=O)=O)cc1 (stereo unspecified),-1%,-15%,-4%,-41%,-3%,-2.8,i,-1%,-0.4%
CCOC(=O)CSc1nc2sc(C)c(C)c2c(=O)n1C,7%,2%,-4%,-9%,1%,-0.8,i,4%,8.9%
COc1ccc(CNC(=O)CSc2ncc(S(=O)(=O)c3ccc(C)c(Cl)c3)c(=O)[nH]2)cc1,/,-6%,-1%,-9%,/,/,/,-5%,-1.2%

# The list continues.
SMILES,Nrf2 inh,HepG2 tox,A549 tox,Abeta rescue,MmCpn inh,CCT chaperon mod,Akt phos inh,TGFb inhibitor,Nrf2 activator
CC(=O)C1=C(O)C(=O)N(c2nccs2)C1c1ccc(Br)cc1 (stereo unspecified),-16%,0%,-3%,24%,-8%,-1.5,i,12%,2.0%
CCn1c(=S)sc2c(=O)[nH]c(SCC(=O)Nc3cc(OC)ccc3OC)nc21,-16%,0%,-5%,6%,-3%,-2.9,i,-21%,0.3%
Cn1c(=O)n(Cc2ccccc2)c(=O)c2c1nc(NCC1CCCO1)n2Cc1ccccc1 (stereo unspecified),/,-18%,5%,-5%,1%,-3.8,i,-8%,-0.4%
O=C(NCc1ccccc1Cl)c1cc2cccc3c2n1CCS3,22%,-30%,5%,6%,/,/,/,0%,0.1%
CN1C(=O)CSc2ccc(NC(=O)NCc3cccnc3)cc21,-5%,2%,-5%,5%,1%,-0.8,i,54%,3.2%
CCc1cc2c(=O)oc(-c3ccc(Br)cc3)nc2s1,-8%,-5%,3%,-18%,1%,-0.5,i,-10%,-0.6%
NC(=O)c1ccc[n+]([C@H]2O[C@@H](COP(=O)([O-])OP(=O)(O)OC[C@H]3O[C@@H](n4cnc5c(N)ncnc54)[C@H](O)[C@@H]3O)[C@H](O)[C@@H]2O)c1,9%,23%,-1%,-89%[inhibitor],-1%,-2.6,i,16%,0.2%
Cc1nn(-c2ccccc2)c(N2CCCC2)c1/C=N/Nc1ccc(S(=O)(=O)Nc2ccccc2)cc1[N+](=O)[O-],8.2µM*,-8%,?,4%,-12%,-1.8,i,-1%,0.0%
COc1ccc(CCNC(=O)c2cnc3sc(N4CCOCC4)nn3c2=O)cc1OC,?,-22%,7%,-8%,/,/,/,-1%,6.4%
CCOCC(=O)Nc1nc(-c2ccccc2)c(CC)s1,-2%,-24%,0%,8%,-1%,0.8,i,0%,4.3%
Cc1ccc(O)c([C@H](CCN(C(C)C)C(C)C)c2ccccc2)c1,13%&-7%,-53%&-37%,?,-5%&-13%,2%,2.3&-0.7,i,-2%&26%,3.0%&3.9%
COC(=O)COc1cccc(NC(=O)c2cccc(C)c2)c1,-4%,-30%,-4%,10%,1%,-4.9,i,-13%,0.5%
Cc1ccc(CN2C(=O)CSC2c2ccc(F)cc2)cc1 (stereo unspecified),-19%,-27%,-1%,13%,-3%,-0.2,i,-4%,-0.4%
C/C(=N\NC(=O)C1CC1)c1ccccc1Br,-5%,3%,-3%,5%,0%,0.0,i,-1%,0.0%
COc1ccc(N(CC(=O)NCc2ccco2)S(=O)(=O)c2c(C)nn(C)c2C)cc1,14%,-21%,-3%,-8%,1%,-2.1,i,-17%,0.7%
CN(C)CCCN1C(=O)c2oc3ccccc3c(=O)c2C1c1cccs1 (stereo unspecified),14%,3%,4%,-4%,-2%,-1.5,i,-23%,5.2%
CCOc1cccc(CN2CCC(Oc3ccc(C(=O)NCc4ccccn4)cc3)CC2)c1,-11%,-10%,0%,7%,3%,0.3,i,-9%,-0.4%
NS(=O)(=O)c1ccc(CCNC(=O)C(=O)NCC2OCCN2S(=O)(=O)c2cc(F)ccc2F)cc1 (stereo unspecified),-16%,-23%,-7%,15%,1%,0.1,i,8%,-0.9%
COCC(=O)Nc1nnc(Cc2ccc(OC)cc2)s1,0%,2%,7%,16%,-2%,-1.0,i,0%,1.9%
NS(=O)(=O)c1ccc(CCNC(=O)CN2C(=O)NC(c3ccccc3)(c3ccccc3)C2=O)cc1,0%,-5%,-5%,15%,2%,-0.9,i,5%,-0.6%
c1cncc(CNc2ncnc3sc4c(c23)CCCC4)c1,?,3%,4%,9%,0%,0.1,i,2%,-0.7%
COc1ccc(C2C(C(=O)Nc3ccccc3OC)=C(C)Nc3c(C(=O)Nc4ccccc4)cnn32)c(OC)c1 (stereo unspecified),?,-10%,-2%,-10%,/,/,/,-25%,5.8%

# Not a retest: entries from further up.
SMILES,Nrf2 inh,HepG2 tox,A549 tox,Abeta rescue,MmCpn inh,CCT chaperon mod,Akt phos inh,TGFb inhibitor,Nrf2 activator
CCn1c(=S)sc2c(=O)[nH]c(SCC(=O)Nc3cc(OC)ccc3OC)nc21,-16%,0%,-5%,6%,-3%,-2.9,i,-21%,0.3%
Cn1c(=O)n(Cc2ccccc2)c(=O)c2c1nc(NCC1CCCO1)n2Cc1ccccc1 (stereo unspecified),/,-18%,5%,-5%,1%,-3.8,i,-8%,-0.4%
O=C(NCc1ccccc1Cl)c1cc2cccc3c2n1CCS3,22%,-30%,5%,6%,/,/,/,0%,0.1%
